# 12-LOX inh: inhibitors of human 12S-lipoxygenase ALOX12 | 580,000 tested, 1.1% active | AID 1671190 | purified 12hLO, xylenol orange hydroperoxide absorbance | Potency, µM (series often up to 108 µM), without a hit: at the highest dose activity change, negative = inhibition, actives largely listed as inhibitors | P18054; also: % is scaled to controls: 0 for no effect and ±100 for the full control effect
#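 Purified human 12hLO at 150 nM in 25 mM Hepes, 0.01% Triton X-100, pH 7.0, preincubated 15 min at room temperature with compound. Reaction started with 40 uM arachidonic acid, 30 min at room temperature. Hydroperoxide measured by Fe-xylenol orange, 573/405 nm absorbance ratio.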
# USP1-UAF1 inh: blocks the human USP1/UAF1 deubiquitinase complex; O94782; recombinant USP1/UAF1, Ub-Rhodamine cleavage fluorescence; Potency, µM (series often up to 57.1 µM), without a hit: at the top dose activity change, negative = inhibition, most hits filed as inhibitors; 390,000 tested, 0.23% active; AID 743255; also: % is scaled to controls: 0 for no effect and ±100 for the full control effect; nearly all actives have a fitted effect of over 60% in size; inactives centre near -12
#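 USP1/UAF1 complex at 1 nM was preincubated with compound for 15 min at room temperature, then Ub-Rho substrate (150nM final) was added. Fluorescence (480/540 nm) was read kinetically, 6 reads every 60 seconds.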
# RXFP1 ag: RXFP1 (human) receptor agonism | Q9HBX9 | HEK293T-RXFP1 cAMP TR-FRET, 30 min; response scale: percent of porcine relaxin response, buffer zero | Potency, µM (top dose mostly 57.5 µM), without a hit: at the top dose activation, actives largely listed as activators | 370,000 tested, 0.3% active; also: % is scaled to controls: 0 for no effect and ±100 for the full control effect; nearly all actives have a fitted effect of over 60% in size; many of its hits are not listed in these tables
# Target sequence (Q9HBX9 whole entry, looked up): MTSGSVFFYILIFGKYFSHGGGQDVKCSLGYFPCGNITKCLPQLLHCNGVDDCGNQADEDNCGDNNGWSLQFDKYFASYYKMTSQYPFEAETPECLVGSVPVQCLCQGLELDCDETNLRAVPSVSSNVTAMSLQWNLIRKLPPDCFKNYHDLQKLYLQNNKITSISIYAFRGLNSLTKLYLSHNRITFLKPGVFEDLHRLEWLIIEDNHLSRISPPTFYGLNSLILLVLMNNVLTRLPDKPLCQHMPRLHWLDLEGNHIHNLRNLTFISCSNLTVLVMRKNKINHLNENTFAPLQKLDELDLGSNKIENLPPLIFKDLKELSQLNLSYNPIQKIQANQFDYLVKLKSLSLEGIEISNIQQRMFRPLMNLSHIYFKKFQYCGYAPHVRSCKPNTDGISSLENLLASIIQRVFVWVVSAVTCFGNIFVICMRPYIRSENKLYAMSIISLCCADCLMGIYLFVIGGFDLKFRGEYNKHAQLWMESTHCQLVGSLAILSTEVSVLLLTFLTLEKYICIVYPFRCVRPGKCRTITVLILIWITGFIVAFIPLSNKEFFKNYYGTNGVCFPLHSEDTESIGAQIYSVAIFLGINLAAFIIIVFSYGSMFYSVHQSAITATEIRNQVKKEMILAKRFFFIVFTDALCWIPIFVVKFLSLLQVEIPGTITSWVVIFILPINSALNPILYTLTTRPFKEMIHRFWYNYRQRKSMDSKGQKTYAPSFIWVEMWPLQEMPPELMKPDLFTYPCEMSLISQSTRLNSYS
#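 Agonist response is measured as cAMP accumulation in an RXFP1-transfected HEK293T line under PDE4 inhibition. Values are scaled between buffer-only and 29 nM porcine relaxin, and EC50s come from standard Hill equation fits.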
# mIDH1 inhibitor: inhibitors of human mutant IDH1 R132H. 390,000 tested, 0.093% active. Potency, µM (doses to about 76.6 µM), for the others: at the top dose activity change, negative = inhibition, hits mostly inhibitors. IDH1-R132H enzyme, NADPH consumption, diaphorase/resazurin fluorescence. AID 602179; also: % is scaled to controls: 0 for no effect and ±100 for the full control effect; nearly all actives have a fitted effect of over 65% in size
#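 IDH1-R132H (0.5 ug/mL dispensed) in pH 7.5 Tris buffer was preincubated 30 min with compound, then given a substrate mix of 0.016 mM NADPH and 2 mM alpha-KG for 80 min at room temperature; remaining NADPH was read by diaphorase/resazurin fluorescence.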
# RGS4 inh: inhibitors of human regulator of G protein signaling 4; P49798; Transcreener GDP fluorescence polarization, RGS4-accelerated GTP hydrolysis; Potency, µM (doses to about 114 µM), without a hit: top-dose activity change, negative = inhibition, actives largely listed as inhibitors; 390,000 tested, 0.039% active; AID 504845; also: % is scaled to controls: 0 for no effect and ±100 for the full control effect; nearly all actives have a fitted effect of over 75% in size; some results filed as inactive show a strong effect at the top dose
# Target sequence (P49798 whole entry, looked up): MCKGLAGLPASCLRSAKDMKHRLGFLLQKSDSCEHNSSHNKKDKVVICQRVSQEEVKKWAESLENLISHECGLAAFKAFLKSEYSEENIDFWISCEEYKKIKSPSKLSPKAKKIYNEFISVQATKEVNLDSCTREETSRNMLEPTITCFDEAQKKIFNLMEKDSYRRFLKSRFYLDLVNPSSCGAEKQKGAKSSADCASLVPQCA
#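 MLSMR compounds (23 nl, pin-transferred) preincubated 10 min at room temperature with a 500nM (2x) first reagent, then RGS4 at 900nM (2x) plus Transcreener GDP mix added; fluorescence polarization (620/688 nm) read before and after 90 min at 30 °C.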
# Vif-APOBEC3G blk: inhibitors of Vif-APOBEC3G interaction | Q9HC16 | HeLa A3G-eYFP + Vif (tagged APOBEC3G with the HIV-1 protein that degrades it), YFP fluorescence, overnight | Potency, µM (highest dose often 46.1 µM), for the others: at the highest dose activity, negative = active, hits mostly inhibitors | 410,000 tested, 0.076% active | AID 602310;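 also: % is scaled to controls: 0 for no effect and ±100 for the full control effect; nearly all actives have a fitted effect of over 60% in size; hits raise eYFP signal because A3G escapes Vif-driven loss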
#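 Read-out is eYFP fluorescence (Ex 488/Em 500-530) from Vif-expressing HeLa A3G-eYFP cells; more signal means A3G escaped Vif-mediated degradation. Cells plated overnight, compound pinned in, incubated overnight at 37 deg C.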
# Vif-A3F inh: inhibitors of Vif-A3F interaction; HeLa A3F-eYFP + Vif (tagged APOBEC3F with the HIV-1 protein that degrades it), YFP fluorescence increase; 390,000 tested, 0.2% active; AID 602313; Potency, µM (doses to about 46.1 µM), without a hit: at the top dose activity, negative = active; also: % of control where 0% means no effect; nearly all actives have a fitted effect of over 65% in size
#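 Fluorescence increase (Ex 488/Em 500-530) after overnight compound treatment at 37 deg C flags inhibition of Vif-driven A3F-eYFP loss in stable HeLa A3F-eYFP/Vif cells seeded overnight beforehand.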
# TrxR1 inh: inhibitors of rat thioredoxin reductase 1. O89049. recombinant rTrxR1, NADPH fluorescence consumption, selenite substrate. Potency, µM (top dose mostly 114 µM), for the others: top-dose activity change, negative = inhibition, actives largely listed as inhibitors. 390,000 tested, 1% active. AID 588453; also: % is scaled to controls: 0 for no effect and ±100 for the full control effect; nearly all actives have a fitted effect of over 65% in size
#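 Rat TrxR1 (90 nM in the dispensed reagent) was pre-reduced with 400 uM NADPH for 5 min at room temperature, then incubated with compound for 15 min. After 400 uM selenite was added, NADPH fluorescence (Ex 340/Em 450 nm) was followed for 8 min.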
# TrxR1 substrate: substrates of rat thioredoxin reductase 1; Potency, µM (top dose mostly 114 µM), inactives show at the highest dose activity change, negative = substrate turnover; AID 588456; purified TrxR1 substrate turnover, NADPH consumption readout; O89049; 390,000 tested, 0.01% active; also: % is scaled to controls: 0 for no effect and ±100 for the full control effect; nearly all actives have a fitted effect of over 50% in size
#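 Rat TrxR1, dispensed at 90 nM, was prereduced with 400 uM NADPH (final) for 5 min at ~22 deg C, then incubated with compound 15 min before 400 uM selenite. A first-read NADPH fluorescence drop versus no-compound background flagged substrates.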
# * hit, by the source's call; ? = inconclusive; . = not tested or not shown; [ ] = remark or other dose. Calls follow the shape of the dose curve; as a rule, active = well fitted curve in the direction sought with a large enough effect; inconclusive = small, poorly fitted or top-dose-only effect, or another doubt; inactive = no such curve, though single readings can be large; an effect the other way counts as inactive or inconclusive. Potency is read from the fitted curve at half-maximal effect. An excerpt. The share of hits here may be higher or lower than overall.
1) CCOC(=O)c1c(C)[nH]c(C(=O)C(C)OC(=O)c2ccc(NC(=O)CC#N)cc2)c1C (stereo not given)
2) O=C(CCC(=O)N1CCN(c2ccccc2F)CC1)N1CCN(c2ccc(F)cc2)CC1
3) CCCC(=O)N(C1CC(C)C(C#N)(C#N)C1(C#N)C#N)N(C)C (stereo not given)
4) COc1cccc(CNC(=O)c2ccc3nc(CCc4ccccc4)oc3c2)c1OC
5) CCCCc1cc(=O)oc2cc(OCC(=O)N[C@@H](Cc3ccccc3)C(=O)O)ccc12
6) CCCC(=O)c1ccc2c(c1)OCCO2
7) O=C(Nc1ccccc1)Nc1ccccc1C(=O)NCCCN1CCOCC1
8) CCOC(=O)c1ccc(Nc2nnc(C(C)(C)C)c(=O)[nH]2)cc1

compound no.	1	2	3	4	5	6	7	8
12-LOX inh	?	?	0%	-7%	?	-6%	12%	0%
USP1-UAF1 inh	-9%	-13%	2%	-27%	9%	-7%	-14%	-14%
RXFP1 ag	0.6%	0.1%	-0.2%	0.1%	1.2%	2.4%	1.2%	0.8%
mIDH1 inhibitor	-19%	2%	7%	8%	-5%	5%	4%	5%
RGS4 inh	10%	-42%	?	11%	1%	8%	5%	-32%
Vif-APOBEC3G blk	1%	3%	-9%	-3%	0%	-2%	0%	-15%
Vif-A3F inh	-10%	14%	-3%	-5%	8%	6%	0%	3%
TrxR1 inh	15%	7%[57.1 µM]	2.5µM*	9%[57.1 µM]	-4%	6%	20%	11%[57.1 µM]
TrxR1 substrate	-2%	-8%[57.1 µM]	13%[57.1 µM]	-3%[57.1 µM]	30%[activator]	3%	-3%	21%[57.1 µM]

9) Cc1cccc(CCNC(=O)CCc2nnc(CCc3ccccc3)o2)n1
10) Cc1ccc(NC(=O)C2CCN(C(=O)c3sc4nc[nH]c(=O)c4c3C)CC2)cc1F
11) O=C(NCc1cccs1)c1ccc(S(=O)(=O)N2CCCCC2)cc1
12) Cn1ncc(Cl)c1C(=O)N1CCc2ccccc21
13) O=C(NN=C(Cc1ccccc1)Cc1ccccc1)c1ccncc1
14) CCCCC[C@@H]1C=C(C(=O)O)[C@H](c2ccc(Br)cc2)N1S(=O)(=O)c1ccc(C)cc1
15) N#Cc1cccc(NC(=O)CCN2C(=O)C3CCCCC3C2=O)c1 (stereo not given)
16) O=C(Nc1ccccc1)Nc1ccc2nnsc2c1

compound no.	9	10	11	12	13	14	15	16
12-LOX inh	3%	-5%	16%	-3%	0%	35µM*	-9%	0%
USP1-UAF1 inh	-1%	-11%	-10%	-9%	-4%	-22%	-18%	-8%
RXFP1 ag	0.3%	4.8%	-1.9%	-1.1%	-0.6%	.	.	1.6%
mIDH1 inhibitor	-13%	-10%	8%	3%	-4%	21%	1%	6%
RGS4 inh	20%	8%	?	-11%	19%	-1%	19%	?
Vif-APOBEC3G blk	1%	-7%	-10%	-11%	-2%	-2%	2%	1%
Vif-A3F inh	-19%	11%	2%	-2%	5%	-24%	1%	8%
TrxR1 inh	13%	2%[57.1 µM]	41%[57.1 µM]	5%	12%	2%	10%[57.1 µM]	15%[57.1 µM]
TrxR1 substrate	3%	-1%[57.1 µM]	-13%[57.1 µM]	2%	-3%	2%	-2%	-7%[57.1 µM]

17) COc1ccccc1CNCCS(=O)(=O)NCc1ccccc1OC
18) COc1ccc(CN2CCN(CC3CC3)CC2CCO)c(C)c1C (stereo not given)
19) CN1CCc2c(sc(NC(=O)Cc3ccc(F)cc3)c2C(N)=O)C1
20) COc1ccc(CCN2C(=O)c3[nH]nc(-c4ccccc4O)c3C2c2ccccc2)cc1 (stereo not given)
21) Cc1ccc(N2C(=O)C3C4CC(=O)C(c5ccccc54)C3C2=O)cc1 (stereo not given)
22) COc1ccc(NC(=O)CCN2C(=O)c3ccccc3C2=O)c(OC)c1
23) OCC(CO)(CO)NC(=S)Nc1cc(Cl)cc(Cl)c1
24) CC(OC(=O)/C=C/c1cccs1)C(=O)Nc1ccc(S(N)(=O)=O)cc1 (stereo not given)

compound no.	17	18	19	20	21	22	23	24
12-LOX inh	32%[activator]	-2%	10%	2%	-23%	31%	-32%	-16%
USP1-UAF1 inh	-12%	-10%	-14%	-11%	3%	-8%	-19%	3%
RXFP1 ag	.	-1.6%	0.1%	-0.6%	2.6%	0.8%	-0.8%	-1.4%
mIDH1 inhibitor	-4%	0%	2%	-5%	-8%	11%	17%	3%
RGS4 inh	-4%	-13%	1%	-8%	3%	26%	-25%	10%
Vif-APOBEC3G blk	0%	-9%	1%	?	2%	0%	-3%	1%
Vif-A3F inh	6%	-2%	-15%	-14%	5%	-9%	0%	10%
TrxR1 inh	-14%	-2%	22%	13%	16%[57.1 µM]	12%[57.1 µM]	18%	3%
TrxR1 substrate	3%	4%	-2%	2%	-3%[57.1 µM]	12%[57.1 µM]	7%	-9%

# In a second layout: 2 of the compounds above.
20) COc1ccc(CCN2C(=O)c3[nH]nc(-c4ccccc4O)c3C2c2ccccc2)cc1 (stereo not given)
  12-LOX inh: 2%
  USP1-UAF1 inh: -11%
  RXFP1 ag: -0.6%
  mIDH1 inhibitor: -5%
  RGS4 inh: -8%
  Vif-APOBEC3G blk: ?
  Vif-A3F inh: -14%
  TrxR1 inh: 13%
  TrxR1 substrate: 2%
19) CN1CCc2c(sc(NC(=O)Cc3ccc(F)cc3)c2C(N)=O)C1
  12-LOX inh: 10%
  USP1-UAF1 inh: -14%
  RXFP1 ag: 0.1%
  mIDH1 inhibitor: 2%
  RGS4 inh: 1%
  Vif-APOBEC3G blk: 1%
  Vif-A3F inh: -15%
  TrxR1 inh: 22%
  TrxR1 substrate: -2%

# (more compounds)
25) COc1c(OC(C)=O)ccc(/C=C/c2ccc3cccc(OCc4ccccc4)c3n2)c1[N+](=O)[O-]
26) CC1(C)CC(=O)C2=C(C1)N(CCN1CCOCC1)C1=C(C(=O)CC(C)(C)C1)C2c1cccc(Cl)c1
27) CC1CCCCC1NC(=O)c1ccc(-n2cncn2)cc1 (stereo not given)
28) CCOC(=O)c1c(NC(=O)c2ccc(Br)cc2)sc2c1CCCC2
29) CC(C)CCNC(=O)c1ccc2nc[nH]c2c1
30) O=C(NCCc1ccccc1)c1ccc(S(=O)(=O)N2CCCCC2)cc1
31) Cc1ccc(/C=C2\SC(=S)N(CC3CCCO3)C2=O)o1 (stereo not given)
32) COc1ccc(CCNC2=NCCS2)cc1

compound no.	25	26	27	28	29	30	31	32
12-LOX inh	-2%	0%	4%	0%	159%[activator]	1%	6.3µM*	-3%
USP1-UAF1 inh	-8%	-1%	-6%	-24%	-7%	-17%	-7%	-17%
RXFP1 ag	4.8%	5.0%	.	0.1%	-1.3%	.	0.9%	-0.5%
mIDH1 inhibitor	2%	17%	-3%	24%	1%	2%	-2%	4%
RGS4 inh	9%	27%	-16%	?	-7%	.	?	-21%
Vif-APOBEC3G blk	5%	1%	0%	-2%	3%	1%	-14%	2%
Vif-A3F inh	0%	-3%	-8%	-4%	9%	-1%	-33%	0%
TrxR1 inh	-12%	-12%	12%	11%[57.1 µM]	20%[11.4 µM]	.	-77%	11%
TrxR1 substrate	-9%	94%[activator]	4%	-1%[57.1 µM]	3%[11.4 µM]	.	-7%	4%

# 3 entries from above, arranged by their value in Vif-APOBEC3G blk, descending.
no. | SMILES | Vif-APOBEC3G blk
30 | O=C(NCCc1ccccc1)c1ccc(S(=O)(=O)N2CCCCC2)cc1 | 1%
27 | CC1CCCCC1NC(=O)c1ccc(-n2cncn2)cc1 (stereo not given) | 0%
28 | CCOC(=O)c1c(NC(=O)c2ccc(Br)cc2)sc2c1CCCC2 | -2%

# Following part.
33) Cc1ccccc1-c1nn(-c2ccc(F)cc2F)cc1CNCCCN(C)C
34) CCC1Sc2ccc(S(=O)(=O)CCC(=O)Nc3ccc(OC(F)(F)F)cc3)cc2NC1=O (stereo not given)
35) C/C=C/c1cnc2c(c1)C(=O)N([C@H](C)CO)C[C@H](C)[C@@H](CN(C)C(=O)CN1CCOCC1)O2
36) O=C(O)C1=C[C@@H](c2ccccc2)C[C@@H](OCc2ccc(CO)cc2)O1

compound no.	33	34	35	36
12-LOX inh	-6%	-9%	0%	?
USP1-UAF1 inh	-1%	-23%	-14%	-12%
RXFP1 ag	0.7%	0.0%	.	-1.2%
mIDH1 inhibitor	11%	-2%	13%	-8%
RGS4 inh	16%	0%	.	-22%
Vif-APOBEC3G blk	2%	-2%	0%	7%
Vif-A3F inh	-17%	-12%	0%	5%
TrxR1 inh	13%[57.1 µM]	-3%	.	8%
TrxR1 substrate	6%[57.1 µM]	-10%	.	0%

# Bioassay records as filed in PubChem BioAssay.
